HP1b binding inh = inhibitors of HP1-beta chromodomain binding to methylated histone tails. P83916. AlphaScreen HP1-beta / biotin-H3K9me3 peptide binding. Potency, µM (doses to about 114 µM), for inactives: at the highest dose activity change, negative = inhibition, usual class: inhibitors. hit rate 0.56% among 390,000; further: potency means the concentration at half of the fitted maximal effect; nearly all actives have a fitted effect of over 70% in size; inactives centre near 23
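Compound inhibition of the preformed complex between 50 nM HP1-beta and 50 nM biotinylated H3K9me3 peptide was read by AlphaScreen. Buffer was PBS pH 7.4 with 0.01% Tween-20. Incubations ran 30 min at room temperature, with 10 ug/mL donor/acceptor beads.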
BAZ2B block = blocks human BAZ2B | AlphaScreen BAZ2B-H3K14Ac peptide displacement | Potency, µM (titrated, usually from 114 µM), inactives show at the top dose activity change, negative = inhibition, usual class: inhibitors | hit rate 4.4% among 360,000 | AID 504333; further: potency means the concentration at half of the fitted maximal effect; on the % scale 0 is the no-effect control and ±100 the full control effect; nearly all actives have a fitted effect of over 60% in size
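BAZ2B (50 nM) with biotin-H3(5-23)K14Ac peptide (50 nM) in PBS pH 7.4, 0.01% Tween-20, preformed 30 min, then compound 30 min at room temperature; top concentration 110uM. AlphaScreen streptavidin donor/nickel chelate acceptor beads (10 ug/mL final), 20 min dark, signal read.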
PI4K2A block = inhibitors of human PI4K2A. Q9BTU6. purified PI4K2A, ADP-Glo luminescence, 1 h; active compounds read low. activity change, negative = inhibition, % at 76.9 µM. hit rate 0.13% among 420,000. AID 1346378; in the data active means activity change below about -50%; inconclusive means mostly about -30% to -49%;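 further: -100% = wells without enzyme as full effect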
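ADP-Glo luminescence measured ADP generated by PI4K2A enzyme (4 ug/mL before mixing) with 1.2 mM PI substrate (pre-mix) and 300 microM ATP (pre-mix). Tris pH7.5 buffer with MgCl2, Triton X-100; 1 h reaction at ambient temperature.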
GLS inhibitor = inhibitors of human glutaminase (GLS). GLS enzymatic activity, qHTS titration. Potency, µM (top dose mostly 45.5 µM), for inactives: top-dose activity change, negative = inhibition, usual class: inhibitors. AID 624170. hit rate 0.21% among 410,000; further: potency means the concentration at half of the fitted maximal effect; on the % scale 0 is the no-effect control and ±100 the full control effect
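Coupled fluorescence readout: glutamate oxidase/HRP/Amplex Red detect glutamate formed by hKGA from L-glutamine (1 mM solution added). Buffer 45 mM KH2PO4 pH 8.2, 0.02% Tween-20; reads at t0 and 30 min RT.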
JMJD2A Tudor inh = JMJD2A Tudor domain (human) inhibition; O75164; AlphaScreen JMJD2A-Tudor / H3K4me3 peptide binding; Potency, µM (highest dose often 114 µM), without a hit: at the top dose activity change, negative = inhibition, actives largely listed as inhibitors; hit rate 4.4% among 390,000; further: potency means the concentration at half of the fitted maximal effect; on the % scale 0 is the no-effect control and ±100 the full control effect; nearly all actives have a fitted effect of over 50% in size
ERG-DNA inh = blocks human ERG Ets domain binding to DNA; Potency, µM (top dose mostly 76.9 µM), for inactives: at the highest dose FP activity, negative = inhibition, hits mostly inhibitors; hit rate 0.028% among 370,000; P11308; fluorescence polarization, His-ERG Ets domain / labelled DNA; AID 624246; active means well fitted inhibition curve with a large enough effect in the polarisation, with a control signal flat; inconclusive means small, poorly fitted or top-dose-only effect, or effect the other way, or a change in a side signal; inactive means no such curve, though single readings can be large or run the other way; the % refers to the polarisation;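 further: polarization taken with two DNA probes labelled with fluorescein and Texas red; potency means the concentration at half of the fitted maximal effect; % of control where 0% means no effect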
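His-tagged ERG Ets domain (1 uM in the protein solution; 300mM KCl, 50mM Tris-HCl, 1mM EDTA, 1mM DTT, pH 7.5) received compound, then a probe mix of 5 nM fluorescein-DNA and 100nM Texas-615-DNA. Fluorescence polarization was read for both dyes.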
G9a inh = blocks human histone lysine methyltransferase G9a; G9a H3K9 monomethylation, AlphaScreen, 2 h; hit rate 8.8% among 350,000; Potency, µM (series often up to 102 µM), inactives show at the highest dose activity, negative = inhibition, hits mostly inhibitors; Q96KQ7; further: potency means the concentration at half of the fitted maximal effect; on the % scale 0 is the no-effect control and ±100 the full control effect; nearly all actives have a fitted effect of over 75% in size
Target sequence (Q96KQ7 913-1193 limits assumed): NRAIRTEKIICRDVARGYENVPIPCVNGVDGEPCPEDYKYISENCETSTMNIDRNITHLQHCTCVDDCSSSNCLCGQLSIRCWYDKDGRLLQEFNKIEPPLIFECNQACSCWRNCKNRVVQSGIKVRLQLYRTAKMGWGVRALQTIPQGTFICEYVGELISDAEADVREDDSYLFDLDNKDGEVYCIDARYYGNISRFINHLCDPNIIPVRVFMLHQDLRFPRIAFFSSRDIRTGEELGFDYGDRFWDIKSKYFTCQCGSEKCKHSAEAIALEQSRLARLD
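G9a (20 nM) preincubated 15 min RT with compounds, then 500 nM biotinylated H3K9 peptide and 20 uM SAM added; 2 h RT reaction. Monomethyl-H3K9 product detected by AlphaScreen with anti-H3K9me1 antibody, streptavidin donor and anti-rabbit IgG acceptor beads.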
RGS4 inhibitor = blocks human RGS4-accelerated GTP hydrolysis. P49798. Transcreener GDP fluorescence polarization, RGS4-accelerated GTP hydrolysis. Potency, µM (top dose mostly 114 µM), without a hit: at the highest dose activity change, negative = inhibition, hits mostly inhibitors. hit rate 0.039% among 390,000. AID 504845; further: potency means the concentration at half of the fitted maximal effect; on the % scale 0 is the no-effect control and ±100 the full control effect; nearly all actives have a fitted effect of over 75% in size; some results filed as inactive show a strong effect at the top dose
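MLSMR compounds (23 nl, pin-transferred) preincubated 10 min at room temperature with a 500nM (2x) first reagent, then RGS4 at 900nM (2x) plus Transcreener GDP mix added; fluorescence polarization (620/688 nm) read before and after 90 min at 30 °C.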
ALOX12 inh = ALOX12 (human) lipoxygenase inhibition; P18054; purified 12hLO, xylenol orange hydroperoxide absorbance; Potency, µM (series often up to 108 µM), for the others: top-dose activity change, negative = inhibition, hits mostly inhibitors; hit rate 1.1% among 580,000; AID 1671190; further: potency means the concentration at half of the fitted maximal effect; on the % scale 0 is the no-effect control and ±100 the full control effect
Target sequence (P18054 whole entry, looked up): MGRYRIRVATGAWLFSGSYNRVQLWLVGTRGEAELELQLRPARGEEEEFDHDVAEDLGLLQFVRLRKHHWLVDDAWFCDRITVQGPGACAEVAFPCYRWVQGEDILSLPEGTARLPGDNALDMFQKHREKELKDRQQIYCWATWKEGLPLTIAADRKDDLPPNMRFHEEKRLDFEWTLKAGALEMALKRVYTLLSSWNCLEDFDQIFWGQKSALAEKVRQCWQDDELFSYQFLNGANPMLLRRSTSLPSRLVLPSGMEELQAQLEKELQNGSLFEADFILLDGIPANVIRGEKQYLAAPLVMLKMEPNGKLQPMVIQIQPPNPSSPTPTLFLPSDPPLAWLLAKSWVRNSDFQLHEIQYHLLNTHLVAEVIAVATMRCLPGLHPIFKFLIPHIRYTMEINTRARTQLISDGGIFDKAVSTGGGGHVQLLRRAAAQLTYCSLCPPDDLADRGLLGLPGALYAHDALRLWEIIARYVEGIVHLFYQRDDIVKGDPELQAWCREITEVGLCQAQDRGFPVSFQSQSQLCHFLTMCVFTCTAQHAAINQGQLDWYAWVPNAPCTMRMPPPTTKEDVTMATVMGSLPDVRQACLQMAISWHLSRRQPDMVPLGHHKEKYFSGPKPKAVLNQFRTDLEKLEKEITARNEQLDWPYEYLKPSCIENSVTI
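Purified human 12hLO (150 nM final) in 25 mM Hepes, 0.01% Triton X-100, pH 7.0 was preincubated 15 min at room temperature with compound. Then 40 uM arachidonic acid was added, 30 min. Hydroperoxide was read by Fe-XO absorbance ratio 573/405 nm.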
The depositor's hits bear a star; ? = inconclusive; . = no result given; & = joins results of further samples; [ ] = another dose, or the depositor's remark. Unless noted, the call rests on the fitted dose curve; in most records, active means well fitted curve in the direction sought with a large enough effect; inconclusive means small, poorly fitted or top-dose-only effect, or another doubt; inactive means no such curve, though single readings can be large; an effect the other way counts as inactive or inconclusive. An excerpt; the hit share may differ from the screen's.

entry	Structure	HP1b binding inh	BAZ2B block	PI4K2A block	GLS inhibitor	JMJD2A Tudor inh
1	COc1ccc(C(=O)OCC(=O)Nc2cccc(S(=O)(=O)N3CCCCCC3)c2)cc1[N+](=O)[O-]	11%	.	-4	-1%	-32%
2	COc1ccc([C@@H]2CC=C(C(=O)O)[C@H](c3ccccc3F)N2S(=O)(=O)c2ccc(C)cc2)cc1OC	39%	12%	-2	18%	-16%
3	CCn1c(SCC(=O)Nc2ncc(C(F)(F)F)cc2Cl)nnc1-c1cccc(C)c1	44%[activator]	-8%	-4	4%	-16%[57.1 µM]
4	CC(Cc1cccs1)NC(=O)c1cccc(Cl)c1 (stereo unspecified)	35%	-13%	3	2%	-6%
5	COc1cc(OC)cc(N2C(=O)CSC23C(=O)Nc2ccccc23)c1 (stereo unspecified)	33%	-10%	11	1%	3%
6	Cc1nc(N2CCCC2)c2c(C(=O)N3CCN(c4ccc(F)cc4)CC3)c(C)oc2n1	19%	5%[57.1 µM]	-1	5%	-6%
7	COc1cc(-c2cc3n(C)c(C)c(CCC(=O)NCc4ccccc4)c(=O)n3n2)cc(OC)c1OC	28%[57 µM]	-1%	3	0%	-8%
8	CC(=O)Nc1ccc(S(=O)(=O)NNC(=O)COc2ccc(C)cc2)cc1	14%	-25%	2	31%	-11%
9	O=[N+]([O-])c1ccc(S(=O)(=O)N2CCN=C2SCc2cccnc2)cc1	31%[57 µM]	-17%	3	0%	?
10	COc1cc(S(=O)(=O)N(Cc2ccccn2)Cc2ccccc2Cl)ccc1-n1cnnn1	20%	-2%	0	1%	-1%

entry	ERG-DNA inh	G9a inh	RGS4 inhibitor	ALOX12 inh
1	-6%[15.4 µM]	.	-53%	6%
2	-1%	15%[2.33 µM]	9%	0%
3	1%	8%[59 µM]	5%	-16%
4	-1%	8%[59 µM]	4%	-18%
5	-6%	?	7%	0%
6	3%	-1%[59 µM]	-13%	-22%
7	-2%	12%[59 µM]	-19%	-25%
8	0%	-4%[59 µM]	1%	-17%
9	-1%	?	-13%	-3%
10	6%	21%[59 µM]	-10%	-2%

Entries of single compounds as entered above.
Shown for Cc1nc(N2CCCC2)c2c(C(=O)N3CCN(c4ccc(F)cc4)CC3)c(C)oc2n1 = HP1b binding inh: 19%; BAZ2B block: 5%[57.1 µM]; PI4K2A block: -1; GLS inhibitor: 5%; JMJD2A Tudor inh: -6%; ERG-DNA inh: 3%; G9a inh: -1%[59 µM]; RGS4 inhibitor: -13%; ALOX12 inh: -22%
Shown for COc1cc(S(=O)(=O)N(Cc2ccccn2)Cc2ccccc2Cl)ccc1-n1cnnn1 = HP1b binding inh: 20%; BAZ2B block: -2%; PI4K2A block: 0; GLS inhibitor: 1%; JMJD2A Tudor inh: -1%; ERG-DNA inh: 6%; G9a inh: 21%[59 µM]; RGS4 inhibitor: -10%; ALOX12 inh: -2%

Further compounds:
entry	Structure	HP1b binding inh	BAZ2B block	PI4K2A block	GLS inhibitor	JMJD2A Tudor inh
11	CC(C)CCNC(=O)Cc1ccccc1[N+](=O)[O-]	29%	8%	2	2%	-12%
12	COc1cccc(Nc2nc(-c3sc(C)nc3C)cs2)c1	-11%	?	-5	22%	?
13	Nc1cccc(C(=O)Nc2ccc(N)cc2Cl)c1	12%	2%	11	32%[activator]	-16%
14	CCOc1ccccc1CNS(=O)(=O)c1ccc(-c2cnc(C3CC3)o2)cc1	1%[57 µM]	-29%&-12%	-11&-3	-6%&-11%	-34%&-20%
15	COc1ccc(S(=O)(=O)N2CCC(C(=O)NCc3ccncc3)CC2)cc1C	24%	2%	1	-9%	-4%
16	COc1ccc(N2CCN(C(=O)COC(=O)/C=C/c3ccc(C(F)(F)F)cc3)CC2)cc1	-7%	50%[activator]	-3	6%	-27%
17	O=C(Nc1nc(=O)n(C(=O)C2CC2)s1)c1ccccc1	34%	10%	3	14%	1%
18	CCOCC(=O)Nc1cc(C)on1	37%	-2%	-3	-3%	-5%
19	CCc1ccc(C(=O)NNC(=O)C2CSC3(C)CCC(=O)N23)cc1 (stereo unspecified)	33%	-3%	2	8%	-5%
20	C=CCNC(=O)c1cc(-c2ccccc2O)on1	22%	6%	4	20%	-8%

entry	ERG-DNA inh	G9a inh	RGS4 inhibitor	ALOX12 inh
11	.	19%	-4%	2%
12	9%	.	-33%	0%
13	4%	-1%[2.33 µM]	14%	17%
14	-4%&2%	20%	-13%&2%	2%&-21%
15	19%	21%	-4%	9%
16	25%	?	-6%	-25%
17	.	-45%[12.7 µM]	?	-9%[57.4 µM]
18	4%	5%[59 µM]	15%	7%
19	6%	10%	-8%	16%
20	-13%	-11%[59 µM]	-15%	24%

Next compounds
entry	Structure	HP1b binding inh	BAZ2B block	PI4K2A block	GLS inhibitor	JMJD2A Tudor inh
21	O=Cc1cc2ccccc2nc1SCc1ccc(Cl)cc1	109%[activator]	9%	3	0%	32%
22	CCCNC(=O)OCC12CC3CC(CC(C3)C1)C2	57%[activator]	17%	-1	-8%	1%
23	CCOC(=O)c1sc2nc(C)nc(SCC(=O)NC(C)CCc3ccccc3)c2c1C (stereo unspecified)	27%	3%	0	4%	-11%
24	Cc1nc(C)n(CCNC(=O)c2ccco2)n1	37%	-6%	-4	-3%	-8%
25	O=C(CN1C(=O)C2CC=CCC2C1=O)Nc1nnc(SCc2ccc(F)cc2)s1 (stereo unspecified)	30%	-9%	2	13%	3%
26	Cc1ccccc1-n1nc2c(c1NC(=O)c1ccc3c(c1)OCO3)CS(=O)(=O)C2	26%	-12%	-3	1%	-8%
27	Cc1cccc2c(=O)c(C(=O)NCc3cccs3)c[nH]c12	23%	.	0	11%	-15%
28	O=C(COC(=O)c1ccco1)Nc1nc2ccc([N+](=O)[O-])cc2s1	15%	-5%	-4	0%	-21%
29	Cn1c(/C=C/c2ccc(Cl)cc2)c([N+](=O)[O-])c(=O)n(C)c1=O	15%	-10%	3	-1%	-26%
30	COc1ccc2oc(C)c(C(N)=O)c2c1	43%	-2%	2	3%	1%

entry	ERG-DNA inh	G9a inh	RGS4 inhibitor	ALOX12 inh
21	-13%	-4%[59 µM]	8%	-9%
22	3%	39%[59 µM]	-14%	18%
23	3%	-1%[59 µM]	21%	-16%
24	-11%	.	17%	32%[activator]
25	-4%	-44%	30%	-16%
26	4%	17%	6%	12%
27	.	.	2%	-11%
28	8%	.	7%	12%
29	-5%	-3%	5%	5%
30	6%	26%[59 µM]	-24%	0%

(continued)
entry	Structure	HP1b binding inh	BAZ2B block	PI4K2A block	GLS inhibitor	JMJD2A Tudor inh
31	Cc1oc2ncn(CC(C)C)c(=O)c2c1C(=O)NCCc1ccc(Cl)cc1	47%[activator]	9%[57.1 µM]	2	-3%	-1%
32	CC1(C)CN=C(c2ccccc2)NC1	13%[57 µM]	.	0	-10%	-10%
33	O=S(=O)(Nc1ccon1)c1ccc(F)c(F)c1	46%[activator]	-17%	-5	-13%	-5%
34	Cn1cc(S(=O)(=O)N2CCCC2)cc1C(=O)NCc1ccc(F)cc1	31%	8%	4	1%	-15%
35	CC(=O)C(CC(=O)N1CCCc2ccccc21)C(=O)Nc1ccc(F)cc1 (stereo unspecified)	69%[activator]	3%	3	25%	7%
36	CCOC(=O)c1cc2sc(C)cc2n1CC(=O)N1CCc2ccccc21	18%	-2%	-3	-2%	-21%
37	COc1ccccc1N1CCN(S(=O)(=O)c2cc(-c3cc(C)no3)ccc2C)CC1	39%[activator]	0%	2	-3%	-14%
38	C[C@H](CO)N1C[C@H](C)[C@@H](CN(C)C(=O)NC2CCCCC2)Oc2ccc(NS(C)(=O)=O)cc2C1=O	24%	.	-2	5%	-4%
39	CN(C(=O)COC(=O)c1ccc(S(=O)(=O)N2CCOCC2)cc1)c1ccccc1	11%	.	4	0%	-14%
40	O=c1cc(-c2ccccc2)nc(SCc2ccc(F)cc2)[nH]1	15%	4%	2	10%	-1%
41	COc1ccc(CN2CCNC(=O)C2CC(=O)NCCSc2nccn2C)c(OC)c1 (stereo unspecified)	25%	?	1	-2%	-10%
42	CCOC(=O)/C(=N\Nc1ncnc2ccccc12)c1ccc(OC)cc1	24%	-32%	-1	-11%	-25%

entry	ERG-DNA inh	G9a inh	RGS4 inhibitor	ALOX12 inh
31	-6%	5%[59 µM]	-2%	-26%
32	7%	.	1%	-9%
33	-8%	8%	-24%	495%[activator]
34	-6%	.	6%	21%
35	6%	-9%[59 µM]	-28%	4%
36	.	?	-5%	-10%
37	-1%	3%[59 µM]	-6%	-21%
38	11%	.	-6%	-15%
39	3%	.	-2%	-9%
40	5%	1%[59 µM]	-1%	2%
41	-7%	.	-4%	0%
42	22%	10%	-8%	-19%
